Source: PubChem BioAssay (The Scripps Research Institute Molecular Screening Center)
ASK1 inh – human ASK1 kinase inhibition, primary screen; Q99683; AlphaScreen MKK6 phosphorylation by ASK1, luminescence; hit rate 0.99% among 22,000; inhibition, % at 7.44 µM; in the data active means inhibition above about 35%;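 further: 0% = median of compound wells and 100% = no enzyme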
ULK1 inh – inhibitors of human ULK1 kinase; AID 1259251; inhibition, % at 5.96 µM; hit rate 1.9% among 30,000; AlphaScreen Atg13 phosphorylation by ULK1, luminescence; in the data active means inhibition above about 43%;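 further: 0% = median of compound wells and 100% = no enzyme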
Active calls of the source: *; / = no result given.

Sample of the layout, 3 compounds:
smiles	ASK1 inh	ULK1 inh
COc1cc2nc(-c3cccc(C(C)=O)c3)nc(Nc3ccccc3)c2cc1OC	-3	-15
FC(F)(F)c1cccc(CNc2nc(NCc3cccnc3)nc3c2ncn3C2CCCCC2)c1	16	-27
CC12CCC(C1)C(C)(C)C2=O (centres undefined)	/	-2

Results, previewed entries included:
smiles	ASK1 inh	ULK1 inh
COc1cc2nc(-c3cccc(C(C)=O)c3)nc(Nc3ccccc3)c2cc1OC	-3	-15
FC(F)(F)c1cccc(CNc2nc(NCc3cccnc3)nc3c2ncn3C2CCCCC2)c1	16	-27
CC12CCC(C1)C(C)(C)C2=O (centres undefined)	/	-2
c1ccc(-n2cnc3c(NCCN4CCOCC4)nc(Nc4ccc5ncccc5c4)nc32)cc1	-6	-9
NC(=O)c1ccc(-c2nc3ccc(C(=O)NCc4cccc(C(F)(F)F)c4)cc3s2)cc1	-6	0
c1cc(Nc2ccc(N3CCOCC3)cc2)nc(N2CCN(Cc3ccc4c(c3)OCO4)CC2)n1	30	8
CC(=O)Nc1ccc(NC(=O)c2ccnc(-c3ccccc3)c2)cc1	-5	-4
O=C(Nc1ccc2[nH]ncc2c1)C1CN(Cc2ccccc2)CC1c1ccc(F)cc1 (centres undefined)	10	-33
CCOC(=O)c1c(NC(=O)CCN2CCOCC2)sc2c1CC(C)(C)OC2	/	0
FC(F)(F)c1ccc(Cn2cnc3c(NC4CC4)nc(N4CCN(Cc5ccc6c(c5)OCO6)CC4)nc32)cc1	14	-34
COc1cccc(CNC(=O)c2[nH]c3cc(-c4cn[nH]c4)ccc3c2CN2CCCNCC2)c1	5	4
COc1ccc(CCNC(=O)c2ccnc(-c3ccc(N4CCOCC4)nc3)c2)cc1	3	-1
Oc1ccc(CCNc2cc(-c3ccc4[nH]ccc4c3)ncn2)cc1	3	5
CC(=O)Nc1ccc(Nc2cc(Cl)nc(N)n2)cc1	-6	1
CCNc1nc(NCCc2ccc(O)cc2)c2ncn(C3CCCCC3)c2n1	17	-4
CC(C)n1cnc2c(NCCc3ccc(O)cc3)nc(NCCN3CCOCC3)nc21	-12	-2
Cc1ccc(S(=O)(=O)n2nc(C)c(S(=O)(=O)N3CCCC3)c2C)cc1C	/	-3
CN1CCN(C(=O)c2ccc(-c3nc(NCc4nc5ccccc5[nH]4)c4ncn(Cc5ccc(C(F)(F)F)cc5)c4n3)cc2)CC1	1	2
CCOC(=O)C(N)Cc1ccc(O)c(O)c1 (centres undefined)	/	66*
O=C1CCCN1CCn1cnc2c(NCc3ccccc3)nc(Nc3cnccn3)nc21	8	15

Additional results follow.
smiles	ASK1 inh	ULK1 inh
CC(=O)Nc1ccc(NC(=O)c2ccc3nc(NCCN4CCOCC4)sc3c2)cc1	-6	6
CCCCCCCCCCCC(=O)N(CCO)CCO	/	-19
FC(F)(F)c1cccc(CNc2nc(Cl)nc3c2ncn3-c2ccsc2)c1	-3	-4
O=C(NC1CCN(Cc2ccccc2)CC1)c1cnc(Br)s1	2	-3
S=c1n(-c2ccccc2)cnn1CN1CCCCC1	/	1
CCN(CC)C(=O)C1CCCN(c2ncc(C(=O)NCCN(C(C)C)C(C)C)s2)C1 (centres undefined)	-2	-7
COc1cc(Nc2nc(N3CCN(c4ccccn4)CC3)ncc2C)cc(OC)c1OC	-2	33
NC(C(=O)Nc1cc(F)c(-c2cn[nH]c2)cc1N1CCOCC1)c1ccc(Cl)cc1 (centres undefined)	8	-1
CCN(CC)C(=O)C1CCCN(c2ncc(C(=O)NC3CC3)s2)C1 (centres undefined)	2	1
CCCCC(C)(O)C/C=C/[C@H]1[C@H](O)CC(=O)[C@@H]1CCCCCCC(=O)OC (some centres undefined)	/	-6
CCCNC(=O)c1cccc(Nc2cc(OC)c(OC)c(OC)c2)n1	-3	2
Cn1c(=O)c2c(ncn2CC(=O)O)n(C)c1=O	/	10
O=C(NC1CCN(Cc2ccccc2)CC1)c1csc(NCc2ccc3c(c2)OCO3)n1	3	4
O=C1CCCN1CCn1cnc2c(Nc3ccccc3)nc(-c3ccc(N4CCOCC4)nc3)nc21	8	10
COc1nc(NCCc2ccc(O)cc2)nc(-c2ccc(C(N)=O)cc2)n1	3	-10
CS(=O)(=O)c1ccc(N2CCN(S(=O)(=O)c3cccs3)CC2)cc1	/	-8
O=C(NC1CC1)c1ccc(-c2nc(NCCO)c3ncn(C4CCCCC4)c3n2)cc1	1	-4
Cc1nc(C)n(-c2ccc(Nc3cc(-c4nn(CCc5ccccc5)cc4-c4ccccc4)ccn3)cc2)n1	5	-24
COc1ccc(CC(=O)Nc2cc(C)nn2-c2nc(C)c(C)c(=O)[nH]2)cc1	/	2
O=C(NC1CC1)c1ccc(-c2nc(Nc3ccc(Oc4ccccc4)cc3)c3ncn(C4CCCCC4)c3n2)cc1	6	2

Next section.
smiles	ASK1 inh	ULK1 inh
OC1CCN(c2cc(-c3ccncc3)nc(-c3cccnc3)n2)CC1	/	15
CC(C)n1cnc2c(NCc3ccccc3)nc(Nc3nccc4ccccc34)nc21	0	1
CCNc1cc(C(=O)NC2CCN(Cc3ccccc3)CC2)c2ccccc2n1	1	-3
c1nc(NCCN2CCOCC2)cc(NCCN2CCOCC2)n1	-3	-4
CC(=O)Nc1ccc(Nc2cc(Nc3ccncc3)nc(N)n2)cc1	-1	2
c1cc(Nc2ccc3c(c2)OCO3)nc(NCCN2CCOCC2)n1	0	4
Oc1ccc(Cl)cc1Sc1cc(Cl)ccc1O	/	-2
COc1cc(Nc2nc(-c3ccc(C(N)=O)cc3)nc3nc[nH]c23)cc(OC)c1OC	24	11
CCN(CC)C(=O)C1CCCN(c2nc(NCCN3CCOCC3)c3[nH]cnc3n2)C1 (centres undefined)	8	7
O=C1CCCN1CCCNc1cc(NC2CCC(O)CC2)ncn1 (centres undefined)	1	0
c1cc(NC2CC2)nc(Nc2ccc(N3CCOCC3)cc2)n1	-2	-12
COc1ccc2c(c1)CC(c1nc3ncc(-c4ccnc(N)n4)cc3[nH]1)CO2 (centres undefined)	20	11
COc1ccnc(Nc2ccc(S(N)(=O)=O)cc2)n1	4	16
OC1CCC(Nc2cc(Nc3ccccc3)ncn2)CC1 (centres undefined)	11	15
COc1ccc(-c2nc3ncnc(NCc4ccccc4)c3[nH]2)cn1	-6	-6
O=C(Cn1cnc2ccccc2c1=O)Nc1ccccc1C(F)(F)F	/	-1
COc1ccc(-c2nc3c(NCCc4ccc(O)cc4)ncnc3n2C(C)C)cc1	4	-9
O=C(NCCc1ccc(O)cc1)c1ccnc(N2CCC(N3CCOCC3)CC2)c1	4	1
O=C(NC1CC1)c1ccnc(Nc2cnccn2)c1	0	10
Cc1cnc(N2CCN(c3ccccn3)CC2)nc1NCCO	-7	0

New compounds follow.
smiles	ASK1 inh	ULK1 inh
O=C(NCc1nc2ccccc2[nH]1)c1cccc(Cl)n1	-24	1
CC(C)n1c(C2COc3ccccc3O2)nc2ncc(-c3ccncc3)cc21 (centres undefined)	-3	-22
c1cnc2ccc(Nc3nc4ncnc(NCCN5CCOCC5)c4[nH]3)cc2c1	0	-4
O=C(NCc1ccccc1)c1ccc2nc(N3CCCC3CO)sc2c1 (centres undefined)	6	-6
O=C(NCc1ccccc1)c1cc(N2CCc3ccccc3C2)nc2ccccc12	-34	4
O=C(Cc1cn(-c2ccc(Nc3ccc(-n4ccnc4)cc3)nn2)c2ccccc12)NCCc1ccc(O)cc1	18	4
COc1cc(S(=O)(=O)N2CCCCC2)ccc1Cl	/	-4
CN(C)CC/C=C1\c2ccccc2Sc2ccc(Cl)cc21	/	-1
c1ccc(CN2CCC(Nc3nccc(NC4CC4)n3)CC2)cc1	-24	-9
Cc1ccnc(-c2ncn(-c3ccc(Nc4nccc(-c5cc(F)cc(N6CCOCC6)c5)n4)cc3)n2)c1	-25	-12
Cc1cc(NCCO)nc(-c2cccs2)n1	-2	6
Cn1c(-c2ccc3c(c2)OCO3)cnc1NCc1ccc(F)cc1	/	-9
c1ccc(-c2nc(NCCCN3CCOCC3)cc(-c3ccccn3)n2)cc1	/	-17
CC(=O)Nc1ccc(NC(=O)c2ccnc(NC3CCN(Cc4ccccc4)CC3)c2)cc1	0	6
O=C(C1CCN(Cc2ccccc2)CC1)N1CCN(c2ccccc2F)CC1	/	-5
C=CCN1C(=O)C(C)(C)COc2ccc(NC(=O)c3ccccc3OC)cc21	/	-6
CC(=O)Nc1ccc(Nc2ccnc(NCCN3CCOCC3)n2)cc1	-1	1
CCNc1nc(Nc2ccc3c(c2)OCO3)c2ncn(CCN3CCCC3=O)c2n1	-25	-17
O=C(NCCOc1ccccc1)c1csc(Oc2ccccc2)n1	-7	5
COc1ccc(-c2nc3ncnc(NCCO)c3[nH]2)cn1	3	-1

An excerpt from above in order of number of heavy atoms, highest first.
smiles	ASK1 inh	ULK1 inh
CC(C)n1c(C2COc3ccccc3O2)nc2ncc(-c3ccncc3)cc21 (centres undefined)	-3	-22
O=C(NCc1ccccc1)c1ccc2nc(N3CCCC3CO)sc2c1 (centres undefined)	6	-6
CN(C)CC/C=C1\c2ccccc2Sc2ccc(Cl)cc21	/	-1

Next part
smiles	ASK1 inh	ULK1 inh
c1ccc(OCCNc2cc(-c3ccccc3)ncn2)cc1	-17	-24
CC(C)(C)NC(=O)[C@@H]1CN(Cc2cccnc2)CCN1C[C@@H](O)C[C@@H](Cc1ccccc1)C(=O)N[C@H]1c2ccccc2C[C@H]1O	/	-1
COC(CNc1cc(-c2cccnc2)nc(-c2cccnc2)n1)OC	/	4
CCN(CC)C(=O)C1CCCN(c2ncc(C(=O)Nc3ccc(N4CCOCC4)cc3)s2)C1 (centres undefined)	-15	49*
COc1ccc2c(c1)CC(C(=O)Nc1ccc(-c3ccncc3)cc1OCCN(C)C)CC2 (centres undefined)	4	-1
CC(=O)N1CCCN(S(=O)(=O)c2cccc3cnccc23)CC1	16	-16
Fc1cc(F)c2nc(NCCCn3ccnc3)sc2c1	/	3
COc1ccc(CCNc2nc(NCCN3CCOCC3)nc3c2ncn3-c2ccsc2)cc1	3	3
O=C(NCc1ccccc1)c1cccc(-c2cccs2)n1	-23	-17
Nc1ncnc2nc(N3CCOCC3)[nH]c12	-3	1
CCOc1ccc2c(c1)CC(c1nc3c(F)cc(-c4ccncc4)cc3[nH]1)CO2 (centres undefined)	13	-19
CNC(=O)c1ccccc1Nc1cc(Nc2ccc3[nH]c(=O)oc3c2)ncc1C(F)(F)F	-10	79*
Cc1ncn(-c2ccc(Nc3nccc(-c4ccc(C#N)c(N5CCC(O)CC5)c4)n3)cc2)n1	-6	-1
COc1cc2nc(Nc3ccc(C(F)(F)F)cc3)nc(NCCN(C(C)C)C(C)C)c2cc1OC	-12	-2
CCCNc1nc(-c2cccs2)nc2c1ncn2-c1ccsc1	-8	-12
CN1CCN(c2ccc(-c3nc(NCc4ccccc4)c4ncn(Cc5ccc(C(F)(F)F)cc5)c4n3)cc2)CC1	30	-12
Fc1cnc(Nc2ccc(N3CCOCC3)cc2)nc1-c1cc(N2CCOCC2)cc(C(F)(F)F)c1	13	-4
CC(C)n1c(N2CCN(Cc3ccc4c(c3)OCO4)CC2)nc2c(Nc3ccc4c(c3)OCO4)ncnc21	4	-2
Cn1c(Nc2nc(NCCc3ccc(O)cc3)c3ncn(CCN4CCCC4=O)c3n2)nc2ccccc21	18	14
O=C(NCc1cccc(C(F)(F)F)c1)c1ccc2nc(Nc3ccc(N4CCOCC4)cc3)sc2c1	17	2

The list continues.
smiles	ASK1 inh	ULK1 inh
FC(F)(F)c1cccc(CNc2nc(-c3csc4ccccc34)nc3c2ncn3-c2ccccc2)c1	-1	3
COc1nc(NCCN(C(C)C)C(C)C)nc(-c2ccc(C(N)=O)cc2)n1	-18	-2
Cc1cc(Nc2cc(Nc3ccccc3C(N)=O)ccn2)ccc1N1CCOCC1	7	6
N#Cc1cc(-c2ccnc(Nc3ccc(-n4cnc(C(F)(F)F)n4)cc3)n2)ccc1N1CCC(O)CC1	6	1
FC(F)(F)c1ccc(Cn2cnc3c(Nc4ccc(N5CCOCC5)cc4)nc(NCCN4CCOCC4)nc32)cc1	13	-4
CCCNc1ncnc2c1nc(-c1ccc(C(N)=O)cc1)n2C(C)C	7	-5
COc1ccc(CCNc2nc(-c3ccccc3)nc3c2ncn3C2CCCCC2)cc1	-10	3
O=C(Cn1c(-c2nnco2)cc2ccccc21)OCc1ccccc1	/	-14
CCOC(=O)/C(=N/O)c1csc(N)n1	/	-21
O=C(CNS(=O)(=O)c1ccc(Cl)cc1)N/N=C/c1cccc([N+](=O)[O-])c1	/	9
CC(C)n1cnc2c(NCc3nc4ccccc4[nH]3)nc(-c3ccc(C(=O)NC4CC4)cc3)nc21	-9	9
Cc1cccc(C)c1OCC(=O)N[C@@H](Cc1ccccc1)[C@@H](O)C[C@H](Cc1ccccc1)NC(=O)[C@H](C(C)C)N1CCCNC1=O	/	-20
O=P(O)(O)OC1C(OP(=O)(O)O)C(OP(=O)(O)O)C(OP(=O)(O)O)C(OP(=O)(O)O)C1OP(=O)(O)O (centres undefined)	/	12
Cc1nn(C)c(C)c1-c1ccc(C(=O)Nc2ccccc2)s1	-1	5
COc1cc(Nc2ncnc3c2nc(N2CCC(N4CCOCC4)CC2)n3C(C)C)cc(OC)c1OC	8	6
Cc1ccc(S(=O)(=O)n2nc(C)c(S(=O)(=O)N3CCCCCC3)c2C)cc1	/	-13
FC(F)(F)c1ccc(Cn2cnc3c(NC4CCN(Cc5ccccc5)CC4)nc(Nc4cnccn4)nc32)cc1	1	12
